4-MU autofl – compound fluoresces in the 4-MU spectral region; compound autofluorescence, 340/450 nm, 4-MU equivalents; stronger effect = higher value; max dye-equivalent concentration, M; hit rate 11% among 59,000; in the data active = max dye-equivalent concentration above about 10 nM; inconclusive = mostly about 1.1 nM to 9.6 nM
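Compounds in 100 mM Tris, pH 8.0, sat 15 min at room temperature before fluorescence was read at 340 nm excitation/450 nm emission; a per-plate six-point 4-MU standard curve converted signals to dye-equivalent concentration at each compound concentration.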
Ub-GFP proteasome – inhibits proteasome, raising ubiquitin-GFP reporter fluorescence; Ubiquitin-GFP reporter cells, proteasome inhibition, GFP fluorescence; response scale: untreated = 0%, 10 µM MG-132 = 100%; Potency, µM (doses to about 45.9 µM), for the others: top-dose activation (GFP accumulation), hits mostly activators; AID 526; 67,000 tested, under 10 active; active = well fitted activation curve with a large enough effect, not every such curve was filed as active; inconclusive = small, poorly fitted or top-dose-only effect, or another doubt; inactive = no such curve, though single readings can be large or run the other way; also: potency is read from the fitted curve at half-maximal effect
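Proteasome blockade was scored as a rise in GFP-expressing U2OS cells carrying a ubiquitin(G76V)-GFP construct, imaged after 4 hr compound treatment at 37 °C across a 46 uM–2.9 nM series.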
15-hLO inh – blocks human 15-lipoxygenase activity. P16050. purified 15hLO-1, xylenol orange hydroperoxide absorbance. Potency, µM (top dose mostly 57.1 µM), without a hit: at the top dose activity change, negative = inhibition, actives largely listed as inhibitors. hit rate 1.4% among 74,000; also: potency is read from the fitted curve at half-maximal effect; % is scaled to controls: 0 for no effect and ±100 for the full control effect; nearly all actives have a fitted effect of over 55% in size
Target sequence (P16050 whole entry, looked up): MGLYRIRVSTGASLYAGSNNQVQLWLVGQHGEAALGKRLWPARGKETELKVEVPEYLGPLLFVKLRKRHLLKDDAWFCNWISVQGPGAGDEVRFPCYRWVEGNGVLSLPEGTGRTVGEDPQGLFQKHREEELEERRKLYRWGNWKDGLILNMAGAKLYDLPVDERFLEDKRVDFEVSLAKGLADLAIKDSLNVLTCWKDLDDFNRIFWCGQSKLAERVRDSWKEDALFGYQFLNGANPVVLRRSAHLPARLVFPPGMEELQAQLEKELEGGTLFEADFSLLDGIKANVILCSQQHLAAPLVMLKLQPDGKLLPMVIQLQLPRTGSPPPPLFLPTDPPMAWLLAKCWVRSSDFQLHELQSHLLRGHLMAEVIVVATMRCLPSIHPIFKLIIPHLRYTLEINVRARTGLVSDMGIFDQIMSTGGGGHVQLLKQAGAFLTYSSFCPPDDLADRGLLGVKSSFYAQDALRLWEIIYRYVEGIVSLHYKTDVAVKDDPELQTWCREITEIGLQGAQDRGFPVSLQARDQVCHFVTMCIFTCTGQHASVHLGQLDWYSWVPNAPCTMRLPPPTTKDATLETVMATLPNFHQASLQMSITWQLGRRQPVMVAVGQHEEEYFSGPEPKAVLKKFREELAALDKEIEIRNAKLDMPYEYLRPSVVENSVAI
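Inhibition is scored from a chromogenic endpoint. After 15 min enzyme-compound contact, arachidonic acid (50 uM final) reacts 6 min with 40 nM 15hLO-1 at room temperature, then Fe-XO reagent is added for 30 min and absorbance ratio recorded.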
HBB splicing – hemoglobin beta splicing modulation | Potency, µM (series often up to 46.1 µM), for inactives: at the highest dose activation, actives largely listed as activators | hit rate 0.06% among 65,000 | HBB splicing reporter cell assay, activation; EGFP reporter with mutant IVS2-654 intron; response scale: normalised to 500 nM splice-correcting PNA; also: potency is read from the fitted curve at half-maximal effect; 0% is about no effect
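HeLa cells stably expressing EGFP interrupted by mutant beta-globin intron 2 (IVS2-654), 500/well in 2% FCS. Treated with compound for 2 days at 37C. Splicing correction scored as total well GFP intensity (488 nm excitation, 500-520 nm emission); 500 nM antisense PNA served as control.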
Rhodamine fluor – compound fluoresces in the rhodamine spectral region; max dye-equivalent concentration, M; Rhodamine-region fluorescence, 547/598 nm, Tris buffer; stronger effect = higher value; hit rate 0.05% among 59,000; in the data active = max dye-equivalent concentration above about 11 nM; inconclusive = between about 1.1 nM and that limit
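Compounds in 100 mM Tris buffer, pH 8.0, were incubated 15 min at room temperature, then read at 547 nm excitation and 598 nm emission. Fluorescence was normalized against a per-plate six-point rhodamine standard curve as dye-equivalent concentration.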
GFP derepression – derepresses silenced GFP locus in mouse C127i cells; mouse C127i GFP locus derepression, cytometry, 30 h; Potency, µM (highest dose often 46.1 µM), inactives show at the highest dose GFP derepression (activation); hit rate 0.09% among 68,000; also: % of control where 0% means no effect
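Derepression screen: silenced CMV-GFP reporter in murine C127i cells, 30 h compound incubation at 37 C, washed cells imaged by laser-scanning cytometer to enumerate GFP-expressing objects of 20 to 120 um.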
Fluorescein autfl – compound fluoresces in the fluorescein spectral region. Compound autofluorescence, 480/540 nm, fluorescein-equivalent; stronger effect = higher value. max fluorescein-equivalent concentration, M. hit rate 0.91% among 59,000. AID 593; in the data active = max fluorescein-equivalent concentration above about 10 nM; inconclusive = between about 1.1 nM and that limit
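Compounds (23 nL) in 100 mM Tris pH 8.0, 15 min at room temperature, then fluorescence read at 480 nm excitation/540 nm emission. Signal converted to fluorescein-equivalent concentration from an on-plate fluorescein standard curve.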
TexasRed autofl – compounds fluorescent in Texas Red spectral region; Compound fluorescence, Texas Red channel, 547/618 nm; stronger effect = higher value; max dye-equivalent concentration, M; hit rate 0.06% among 59,000; AID 587; in the data active = max dye-equivalent concentration above about 10 nM; inconclusive = between about 1.1 nM and that limit
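qHTS profiling of intrinsic compound fluorescence; 100 mM Tris pH 8.0; 15 min RT; ex 547 / em 618 nm; response expressed as Texas Red dye-equivalent concentration from six-point plate standard.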
Pol III holo inh – inhibitors of bacterial DNA polymerase III holoenzyme; reconstituted DNA polymerase III holoenzyme replication, biochemical; Potency, µM (top dose mostly 57.1 µM), for the others: at the highest dose activity change, negative = inhibition; hit rate 0.25% among 71,000; AID 603; also: potency is read from the fitted curve at half-maximal effect; % is scaled to controls: 0 for no effect and ±100 for the full control effect
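Reconstituted *E. coli* holoenzyme (0.35 nM Pol III, 1 nM beta, 154 nM SSB, 2 nM primase) was preincubated with compound for 15 min at RT. Synthesis on 1.4 nM ssM13Gori ran 35 min, then was stopped with PicoGreen/EDTA and read as dsDNA fluorescence.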
Hsp90 Hop PPI – changes Hsp90-Hop TPR2A binding signal, up or down; AlphaScreen TPR2A-His6 binding biotin-Hsp90 C-terminal peptide; Potency, µM (highest dose often 57 µM), without a hit: at the top dose activity change, negative = inhibition; hit rate 0.44% among 71,000; AID 595; active = well fitted curve in either direction with a large enough effect; inconclusive = small, poorly fitted or top-dose-only effect, or another doubt; also: potency is read from the fitted curve at half-maximal effect; % is scaled to controls: 0 for no effect and ±100 for the full control effect; many of its hits are not listed in these tables
HADH2 inh – blocks human hydroxyacyl-CoA dehydrogenase type II | recombinant HADH2, NADH fluorescence, beta-hydroxybutyryl-CoA | Potency, µM (top dose mostly 57.1 µM), for the others: top-dose activity change, negative = inhibition, actives largely listed as inhibitors | hit rate 3.4% among 73,000; also: potency is read from the fitted curve at half-maximal effect; % is scaled to controls: 0 for no effect and ±100 for the full control effect; nearly all actives have a fitted effect of over 60% in size; many of its hits are not listed in these tables
Target sequence (Q99714 whole entry, looked up, one chain of several): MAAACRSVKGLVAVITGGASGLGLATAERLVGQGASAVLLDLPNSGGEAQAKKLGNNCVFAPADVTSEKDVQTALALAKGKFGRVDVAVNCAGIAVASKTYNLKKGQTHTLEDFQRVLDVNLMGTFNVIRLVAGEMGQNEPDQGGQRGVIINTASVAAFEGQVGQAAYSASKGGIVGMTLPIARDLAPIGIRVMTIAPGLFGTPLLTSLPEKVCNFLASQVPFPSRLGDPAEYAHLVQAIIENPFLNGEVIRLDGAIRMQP
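Buffer 100 mM Tris-HCl pH 9.0/0.01% Tween-20; HADH2 20 nM; NAD+ 1 mM; beta-hydroxybutyryl-CoA 90 uM (all final). 15 min cpd preincubation, RT.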
Active calls of the source: *; i = inactive; u = inconclusive; x = no result given; [ ] = remark or other dose. Unless noted, calls follow the shape of the dose curve; as a rule, active = well fitted curve in the direction sought with a large enough effect; inconclusive = small, poorly fitted or top-dose-only effect, or another doubt; inactive = no such curve, though single readings can be large; an effect the other way counts as inactive or inconclusive. A portion of the library; count on the stated rates, not on these rows.

entry	compound	Hsp90 Hop PPI	GFP derepression	TexasRed autofl	Fluorescein autfl	HBB splicing	Ub-GFP proteasome
1	CCOC(=O)N1CCN(C(=O)CC(=O)Nc2ccc3nc4n(c(=O)c3c2)CCCCC4)CC1	-3%	-1%	i	u	3.9%	11%
2	COc1ccc(C2CC(C(F)(F)F)n3ncc(C(=O)NCC4CCCO4)c3N2)cc1OC (stereo unspecified)	x	-7%[20.6 µM]	i	i	x	x
3	ClC(Br)=C(n1cnc2ccccc21)n1cnc2ccccc21	x	-3%[20.6 µM]	i	i	x	x
4	Nc1c(Nc2ccccc2)c2ccccc2oc1=O	-8%	2%	u	i	-2.6%	-3%
5	CCN(Cc1cc2cc(C)ccc2[nH]c1=O)C(=O)c1cccc(OC)c1	0%	-3%	i	i	-0.9%[1.84 µM]	4%
6	O=c1[nH]cnc2c1oc1ccccc12	4%	-1%	i	i	4.0%	-12%
7	OC(CN1C2=NCCN2c2ccccc21)c1ccc2c(c1)OCO2 (stereo unspecified)	-2%	2%	i	u	1.6%	-3%
8	Cc1ccc2oc(=O)c3cnn(CC(=O)N4CCCCCC4)c3c2c1	-2%	-3%	x	x	0.4%	9%
9	CCOc1ccc(N(CC(N)=O)S(=O)(=O)c2ccc(F)cc2)cc1	-2%	3%	i	u	6.5%	-3%
10	CC(C)(C)C(=O)/C=C(N)/C=C/c1ccccc1	-12%	0%	x	x	0.2%[9.22 µM]	7%

entry	15-hLO inh	HADH2 inh	Pol III holo inh	4-MU autofl	Rhodamine fluor
1	-2%	-3%	-6%	i	i
2	x	x	x	i	i
3	x	x	x	i	i
4	u	-10%	-8%	i	i
5	-13%	-6%	-4%	u	i
6	2%	9%	1%	i	i
7	-3%	0%	-4%	i	i
8	7%	-4%	2%	x	x
9	10%	5%	4%	i	i
10	-14%	-21%	-14%	x	x

Rewritten as tab-separated lines: entries from further up.
no.	SMILES	Hsp90 Hop PPI	GFP derepression	TexasRed autofl	Fluorescein autfl	HBB splicing	Ub-GFP proteasome	15-hLO inh	HADH2 inh	Pol III holo inh	4-MU autofl	Rhodamine fluor
2	COc1ccc(C2CC(C(F)(F)F)n3ncc(C(=O)NCC4CCCO4)c3N2)cc1OC (stereo unspecified)	x	-7%[20.6 µM]	i	i	x	x	x	x	x	i	i
3	ClC(Br)=C(n1cnc2ccccc21)n1cnc2ccccc21	x	-3%[20.6 µM]	i	i	x	x	x	x	x	i	i

Continuation:
entry	compound	Hsp90 Hop PPI	GFP derepression	TexasRed autofl	Fluorescein autfl	HBB splicing	Ub-GFP proteasome
11	COc1cc(C2=NOC(C(=O)N3CCCCCC3)C2)cc(OC)c1OC (stereo unspecified)	-4%	2%	i	i	-5.7%	8%
12	Cc1c(C)c2ccc(OC3CCCCC3=O)cc2oc1=O (stereo unspecified)	-2%	0%	x	x	-7.6%	-8%
13	Cc1ccc(S(=O)(=O)N(C)CC(=O)Nc2nc3ccccc3s2)cc1	-2%	0%	i	i	-0.9%	0%
14	CC1=C(C(=O)Nc2ccccc2)C(c2ccccn2)n2nc(CCCO)nc2N1 (stereo unspecified)	-2%	-6%	x	x	0.9%	3%
15	COCCNC(=O)c1ccc(CS(=O)(=O)c2ccccc2)o1	-8%	0%	i	i	-0.6%[1.84 µM]	-4%
16	CC(=O)OC1CC(C)(C)N(OC(=O)c2ccccc2)C(C)(C)C1	-2%	2%	i	i	-0.6%	5%
17	CCOCCCNC(=O)C(NC(=O)c1ccc(=O)[nH]c1)c1ccccc1 (stereo unspecified)	-8%	4%	i	i	-1.3%	2%
18	O=c1cc(-c2cccc(O)c2)oc2cc(O)ccc12	4%	5%[9.22 µM]	i	i	x	10%
19	O=C1CC(C(=O)Nc2ccccc2C(=O)O)C(c2ccccc2)O1 (stereo unspecified)	-6%	0%	i	i	0.1%	10%
20	CCCCNC(=O)Nc1ccccc1C(=O)NCc1ccco1	-2%	-2%	i	i	0.5%[57.5 µM]	-6%

entry	15-hLO inh	HADH2 inh	Pol III holo inh	4-MU autofl	Rhodamine fluor
11	12%	12%	-1%	i	i
12	2%	u	-12%	x	x
13	-14%	-4%	0%	i	i
14	-3%	0%	-3%	x	x
15	-2%	-16%	-3%	i	i
16	-27%	2%	-5%	i	i
17	-4%	-4%	-3%	i	i
18	2%[25.6 µM]	-2%	-4%	i	i
19	9%	-1%	-6%	i	i
20	-5%	-24%	-1%	u	i

Later entries:
entry	compound	Hsp90 Hop PPI	GFP derepression	TexasRed autofl	Fluorescein autfl	HBB splicing	Ub-GFP proteasome
21	COc1ccccc1Cn1c(-c2ccco2)nc2nc3ccccc3nc21	-1%	13µM*	i	i	2.0%[57.5 µM]	-2%
22	O=c1cc(-c2ccncc2)oc2ccccc12	-5%	-2%	x	x	-1.3%[9.22 µM]	7%
23	CCOC(=O)c1ccc(NC(=O)CSc2ncccn2)cc1	-3%	3%	u	i	-1.1%	-4%
24	CCOC(=O)N1CCN(C(=O)c2cc(Cl)c(Cl)cc2C(=O)O)CC1	1%	19%	i	i	0.3%	-5%
25	c1ccc(NC2=Nc3ccccc3CS2)cc1	-2%	1%	i	u	-1.1%	-3%
26	Cn1nccc1C(=O)c1ccc(Cl)cc1	6%	-1%	i	i	x	9%
27	O=S1(=O)N=C(SCCO)c2ccccc21	-5%	2%	u	i	x	-2%
28	COc1ccc(N(Cc2ccco2)C(=O)c2ccccc2F)cc1OC	-2%	-5%	i	u	-2.0%[57.5 µM]	8%
29	COC(=O)c1ccccc1NC(=O)c1ccc(F)cc1	14%	0%	x	x	x	-1%
30	O=C(c1ccco1)N1CCC2(CCN(Cc3nccs3)CC2)CC1	-7%	-2%[9.22 µM]	i	i	0.2%	-7%

entry	15-hLO inh	HADH2 inh	Pol III holo inh	4-MU autofl	Rhodamine fluor
21	-2%	-10%	-6%	1.4e-07M*	i
22	0%	-13%	-12%	x	x
23	-3%	-14%	0%	i	i
24	-4%	-2%	4%	i	i
25	7%	26%	1%	i	i
26	5%	15%	-1%	i	i
27	-8%	-8%	8%	i	i
28	8%	6%	0%	i	i
29	17%[25.6 µM]	7%	-2%	x	x
30	10%	15%	-1%	i	i

Continued.
entry	compound	Hsp90 Hop PPI	GFP derepression	TexasRed autofl	Fluorescein autfl	HBB splicing	Ub-GFP proteasome
31	CCOCCCNC(=O)C(c1ccc(OC)cc1)N(Cc1ccc2c(c1)OCO2)C(=O)CNC(C)=O (stereo unspecified)	2%	-1%	i	i	-2.3%	-9%
32	O=C(NCc1ccccn1)C1CCN(S(=O)(=O)c2cccs2)CC1	-1%	2%	u	i	-4.0%	1%
33	O=C1NC2(CCCCC2)N=C1c1ccccc1	-5%	0%	i	u	0.3%	17%
34	Cc1ccc(OCCn2c(NC(=O)c3ccco3)nc3ccccc32)cc1	u	-2%	i	i	x	-8%
35	O=C(O)c1ccc(NC(=O)C2C3CCC(C3)C2C(=O)O)cc1 (stereo unspecified)	-4%	2%	x	x	1.3%	-6%
36	Cc1ccc(OCCN2CCN(C(=O)CCC(=O)Nc3nnc(C)s3)CC2)cc1	-8%	5%	i	i	-1.9%	2%
37	COC(=O)C1CCN(C(=O)c2c(-c3ccccc3Cl)noc2C)CC1	-6%	0%	u	i	-1.3%	1%

entry	15-hLO inh	HADH2 inh	Pol III holo inh	4-MU autofl	Rhodamine fluor
31	6%	1%	-2%	i	i
32	4%	1%	-7%	i	i
33	-2%	7%	2%	i	i
34	9%	23%	-9%	u	i
35	6%	-4%	-4%	x	x
36	-12%	7%	-6%	i	i
37	7%	4%	-4%	i	i

Whole records as entered above. Values in the order: Hsp90 Hop PPI	GFP derepression	TexasRed autofl	Fluorescein autfl	HBB splicing	Ub-GFP proteasome	15-hLO inh	HADH2 inh	Pol III holo inh	4-MU autofl	Rhodamine fluor
COC(=O)C1CCN(C(=O)c2c(-c3ccccc3Cl)noc2C)CC1 as listed: -6%	0%	u	i	-1.3%	1%	7%	4%	-4%	i	i
Cc1ccc(OCCN2CCN(C(=O)CCC(=O)Nc3nnc(C)s3)CC2)cc1 as listed: -8%	5%	i	i	-1.9%	2%	-12%	7%	-6%	i	i
CCOCCCNC(=O)C(c1ccc(OC)cc1)N(Cc1ccc2c(c1)OCO2)C(=O)CNC(C)=O (stereo unspecified) as listed: 2%	-1%	i	i	-2.3%	-9%	6%	1%	-2%	i	i
O=C(O)c1ccc(NC(=O)C2C3CCC(C3)C2C(=O)O)cc1 (stereo unspecified) as listed: -4%	2%	x	x	1.3%	-6%	6%	-4%	-4%	x	x
O=C1NC2(CCCCC2)N=C1c1ccccc1 as listed: -5%	0%	i	u	0.3%	17%	-2%	7%	2%	i	i

Screens from PubChem.
